L3MBTL1 block – qHTS Assay for the Inhibitors of L3MBTL1; Potency, µM (series often up to 57.1 µM), inactives show top-dose activity, negative = inhibition, most hits filed as inhibitors; AlphaScreen L3MBTL1–H3K9me1 peptide binding; 230,000 tested, 0.66% active; AID 485360, 2010; active = well fitted inhibition curve with a large enough effect; inconclusive = small, poorly fitted or top-dose-only effect; inactive = no such curve, though single readings can be large or run the other way; note: nearly all actives have a fitted effect of over 60% in size
Target sequence (Q9Y468 whole entry, looked up): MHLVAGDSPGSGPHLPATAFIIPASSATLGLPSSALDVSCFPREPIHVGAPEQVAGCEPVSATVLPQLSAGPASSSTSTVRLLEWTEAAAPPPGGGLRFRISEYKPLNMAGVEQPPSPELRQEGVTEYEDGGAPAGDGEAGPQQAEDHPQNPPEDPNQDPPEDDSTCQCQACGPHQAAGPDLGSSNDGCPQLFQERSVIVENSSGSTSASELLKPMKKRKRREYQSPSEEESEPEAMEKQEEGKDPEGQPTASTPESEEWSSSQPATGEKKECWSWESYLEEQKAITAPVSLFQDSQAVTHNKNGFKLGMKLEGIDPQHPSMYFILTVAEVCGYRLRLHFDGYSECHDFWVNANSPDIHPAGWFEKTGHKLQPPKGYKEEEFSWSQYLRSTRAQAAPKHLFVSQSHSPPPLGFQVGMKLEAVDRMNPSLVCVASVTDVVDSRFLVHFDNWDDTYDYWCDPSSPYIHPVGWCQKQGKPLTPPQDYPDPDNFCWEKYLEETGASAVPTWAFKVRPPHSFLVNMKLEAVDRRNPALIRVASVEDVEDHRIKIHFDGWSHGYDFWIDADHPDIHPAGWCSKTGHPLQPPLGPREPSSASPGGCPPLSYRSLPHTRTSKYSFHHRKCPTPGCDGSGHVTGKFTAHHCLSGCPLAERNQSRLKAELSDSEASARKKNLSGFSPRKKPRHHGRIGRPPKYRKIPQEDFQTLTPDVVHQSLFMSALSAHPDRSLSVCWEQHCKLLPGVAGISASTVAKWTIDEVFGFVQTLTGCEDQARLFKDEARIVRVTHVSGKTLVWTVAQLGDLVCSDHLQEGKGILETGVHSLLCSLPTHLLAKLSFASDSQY
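L3MBTL1 50 nM + b-AHA-H3(1-15)K9me1 75 nM, 30 min RT; compound added, 30 min RT; streptavidin donor/Ni-chelate acceptor beads 10 ug/mL each final, 30 min RT dark; AlphaScreen read.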
Numbers without * were called inactive; ? = inconclusive; [ ] = another dose, or the depositor's remark. % is set by controls: 0 for no effect and ±100 for the full control effect; potency is the fitted concentration of half-maximal effect.

SMILES | L3MBTL1 block
CCOc1nc(NC2CCCC2)nc(N2CCC(C)CC2)n1 | 2%
N#CCc1ccc(NC(=O)c2ccc(CN3CCc4ccccc4C3)cc2)cc1 | 7%
Cc1ccc(S(=O)(=O)Nc2cccc3c2O[C@@H](CN(C)C(=O)Nc2ccc4c(c2)OCO4)[C@H](C)CN([C@@H](C)CO)C3=O)cc1 | -3%
CCCCN1C(=O)C(=O)N(CC(=O)Nc2cccc(C(C)=O)c2)C1=O | -2%
Cn1c(N)c(C(=O)COC(=O)/C=C/c2ccccc2)c(=O)n(C)c1=O | -3%
COc1ccccc1C(=O)NCCOc1ccc(C)c(C)c1 | 0%
OCC[C@@H]1C[C@@H](O)[C@H](O)[C@@]2(Cc3ccccc3CCO2)O1 | 1%
Cc1ccc(C)c(S(=O)(=O)N2CCN(c3nc(-c4cccnc4)nc4ccccc34)CC2)c1 | -7%
Cc1ccc(S(=O)(=O)NC(CC(C)C)C(=O)NCCCn2nc(C)cc2C)cc1 (centres undefined) | 3%
O=C(COC(=O)c1cccnc1Cl)NC(=O)c1ccc(OC(F)F)cc1 | 2%
COc1ccc(S(=O)(=O)N2CCN(C)CC2)c(C)c1 | ?
O=C1C=C(c2ccc(Oc3ccccc3)cc2)C[C@@H](c2ccc(F)cc2)C1 | 18%
CC(=O)c1ccc(NC(=O)CSC2=NS(=O)(=O)c3cc(Cl)ccc3N2)cc1 | -3%
CN(CC(=O)Nc1ccccc1Br)C(=O)c1cc(S(=O)(=O)N(C)C)ccc1N1CCCC1 | -2%
CSc1ccccc1NC(=O)CN(C)C(=O)c1ccc(-n2cccn2)cc1 | 0%
O=C1C=C(c2cccc(Cl)c2O)C[C@@H](c2ccc(Cl)cc2)C1 | -2%
Cc1cc(C)cc(C(=O)NC(CC(N)=O)c2ccc(NCCN3CCOCC3)c([N+](=O)[O-])c2)c1 (centres undefined) | 1%
CCOc1ccc(/C=C/C(=O)c2c(O)cc(C)oc2=O)cc1 | -9%
COc1ccc(S(=O)(=O)NCCc2ccccc2)cc1OC | 4%
C=CCc1cccc(Cl)c1OCCCNC1CCCC1 | -6%
O=C(COc1ccccc1)OCc1cc(-c2ccco2)on1 | 6%
CCOc1ccc(NC(=O)CCc2c(C)noc2C)cc1OC | 1%
CCOC(=O)[C@@H]1[C@H]2COc3cc(OC)ccc3[C@@H]2N2C(=O)N(c3ccccc3)C(=O)[C@]12C | 1%
CC1(c2ccc3c(c2)OCO3)NC(=O)N(CC(=O)c2ccc[nH]2)C1=O (centres undefined) | -2%
CCOC(=O)C(=O)N1CCN(c2nc(-c3ccc(Cl)cc3)cs2)CC1 | -10%
COc1cccc(C(=O)NCCS(=O)(=O)NC2CCCC2)c1 | 5%
COCCN1C(=O)N(c2cccc(OC)c2)C(=O)C1CC(=O)Nc1ccc(Cl)cc1 (centres undefined) | -3%
COc1ccc2c(c1)[C@H]1[C@H](CO2)[C@H](c2ccccc2)[C@]2(C)C(=O)Nc3cc(OC)c(OC)cc3C(=O)N12 | -3%
Cc1noc(C)c1C(=O)NCC(=O)Nc1ccccc1Br | 6%
Cc1cc2c(s1)c1c(C)nn(Cc3ccccc3F)c(=O)c1n2C | 5%
CCOC(=O)c1c(C)[nH]c(C)c1C(=O)COC(=O)Cc1ccc(OC)c(OC)c1 | 2%
COc1ccccc1CNC(=O)CN1C(=O)NC(c2ccccc2)(c2ccc(C)c(C)c2)C1=O (centres undefined) | 13%
CCC(C(=O)n1cccc1C#N)c1ccccc1C (centres undefined) | 13%
COCCN(C(=O)c1oc2ccccc2c1COC)c1c(N)n(CC(C)C)c(=O)[nH]c1=O | -1%
COc1ccc(OC)c(S(=O)(=O)N2CCN(Cc3ccccc3)CC2)c1 | 6%
CS(=O)(=O)N1CCC2(CC1)OCCN2S(=O)(=O)c1ccccc1 | 6%
C#CCOCCOCCOCCNc1nc(N2CCN(C(=O)[C@H]([C@@H](C)CC)n3cc(CCCCN)nn3)CC2)nc(N2CCN(C(=O)[C@H](CCCCN)n3cc(CC(C)O)nn3)CC2)n1 (some centres undefined) | 3%
C[C@]12c3[nH]c4cc(-c5ccco5)ccc4c3CCN1C(=O)[C@@H](CC(=O)NCCN1CCOCC1)C[C@@H]2C(=O)N1CCCCC1 | -9%
CCc1ccc(C(=O)NNC(=O)CCc2nc3ccccc3c(=O)[nH]2)cc1 | -7%
COc1cccc(CNCc2cc(OC)cc(OC)c2)c1 | -8%
CC1=NN(c2ccccc2C(=O)O)C(=O)C1N=Nc1ccccc1 (centres undefined) | -10%
CC(C(=O)OCC(=O)NC1CCCC1)N1C(=O)c2ccccc2C1=O (centres undefined) | -3%
Cc1cc(C)c(NC(=O)COC(=O)CCn2c(C)csc2=O)c(C)c1 | 28%
COc1ccc(-c2csc(NC(=O)C3=COCCO3)n2)cc1OC | -6%
Cc1ccc(CNC(=O)CCC(=O)N2CC(C)Oc3ccccc32)cc1 (centres undefined) | -3%
O=C(COC(=O)c1ccc2ccccc2c1O)Nc1ccccc1 | 8%
CCCCS(=O)(=O)N1CCC(C(=O)Oc2ccccc2OC)CC1 | 8%
c1ccc(OCCCn2ccnc2)cc1 | 5%

Some of these compounds in order of SMILES length, smallest number first:
SMILES | L3MBTL1 block
c1ccc(OCCCn2ccnc2)cc1 | 5%
COc1cccc(CNCc2cc(OC)cc(OC)c2)c1 | -8%
CCOc1ccc(NC(=O)CCc2c(C)noc2C)cc1OC | 1%
COc1ccc(S(=O)(=O)N2CCN(C)CC2)c(C)c1 | ?
COc1cccc(C(=O)NCCS(=O)(=O)NC2CCCC2)c1 | 5%
CCCCS(=O)(=O)N1CCC(C(=O)Oc2ccccc2OC)CC1 | 8%
Cc1cc2c(s1)c1c(C)nn(Cc3ccccc3F)c(=O)c1n2C | 5%
O=C(COC(=O)c1cccnc1Cl)NC(=O)c1ccc(OC(F)F)cc1 | 2%
CCOC(=O)C(=O)N1CCN(c2nc(-c3ccc(Cl)cc3)cs2)CC1 | -10%
CCCCN1C(=O)C(=O)N(CC(=O)Nc2cccc(C(C)=O)c2)C1=O | -2%
CC(=O)c1ccc(NC(=O)CSC2=NS(=O)(=O)c3cc(Cl)ccc3N2)cc1 | -3%
CCOC(=O)c1c(C)[nH]c(C)c1C(=O)COC(=O)Cc1ccc(OC)c(OC)c1 | 2%
COc1ccccc1CNC(=O)CN1C(=O)NC(c2ccccc2)(c2ccc(C)c(C)c2)C1=O (centres undefined) | 13%
C[C@]12c3[nH]c4cc(-c5ccco5)ccc4c3CCN1C(=O)[C@@H](CC(=O)NCCN1CCOCC1)C[C@@H]2C(=O)N1CCCCC1 | -9%

Next compounds:
SMILES | L3MBTL1 block
CCCN(CC(=O)Nc1ccccc1C)C(=O)c1ccc(Cl)c(S(=O)(=O)N2CCCC2)c1 | -3%
COc1ccc(S(=O)(=O)N2CCOC23CCN(S(=O)(=O)c2ccc([N+](=O)[O-])cc2)CC3)cc1 | -11%
O=C(Cc1ccccc1[N+](=O)[O-])NC1CCN(Cc2ccccc2)CC1 | -1%
C[C@H](NC(=O)c1nc[nH]c1C(=O)N1CCN(C(=O)OC(C)(C)C)CC1)c1ccccc1 | -12%
COc1ccc(-c2nc(C3CCCCC3)c3cc(OC)ccc3n2)cc1 | 7%
COc1cc(NC(=O)c2ccc(-c3csc(C)n3)cc2)c(OC)cc1Cl | 0%
COc1ccc(S(=O)(=O)N2CCC3(CC2)CC(=O)c2ccccc2O3)cc1C | -5%
CCN(c1ccccc1)S(=O)(=O)c1ccc(OC)c(NC(=O)CCc2nc3ccccc3c(=O)[nH]2)c1 | -4%
CN(C)CCCNC(=S)N(CCCN(C)C)Cc1cc2cc3c(cc2[nH]c1=O)OCO3 | -2%
CN(C)C1=NC[C@H](Cc2ccccc2)N1CCCCc1ccccc1 | 3%
C[C@H]1CN([C@@H](C)CO)C(=O)c2cccc(NC(=O)Nc3ccc(C(F)(F)F)cc3)c2O[C@@H]1CN(C)Cc1ccc(Cl)c(Cl)c1 | -3%
COc1ccc(NC(=O)CCC(=O)N2CCN(S(=O)(=O)c3ccc(C)cc3)CC2)c(OC)c1 | -2%
Cc1ccc(S(=O)(=O)N2CCN(C(=O)COC(=O)/C=C/c3ccc(F)cc3)CC2)c(C)c1 | 0%
COc1ccc(NC(=O)CN(C)C(=O)c2cccc(S(=O)(=O)N3CCN(C)CC3)c2)cc1 | 5%
COc1ccc(C(CNC(=O)c2cccc(S(=O)(=O)N3CCOCC3)c2)N2CCOCC2)cc1 (centres undefined) | -3%
CCCCn1c(N)c(N(CCOC)C(=O)c2ccc(N3C(=O)CCC3=O)cc2)c(=O)[nH]c1=O | 4%
O=C(NCC(=O)N1CCCCCCC1)c1ccccc1Br | -2%
C=CC[C@@H](CC(=O)N[C@@H](CO)Cc1ccccc1)C(=O)N[C@H](COC(=O)[C@@H](CC=C)CC(=O)OC(C)(C)C)Cc1c[nH]c2ccccc12 | -8%
CCOC(=O)C1(CCOc2ccccc2)CCN(S(=O)(=O)N(C)C)CC1 | 8%
O=C(CN1CCN(S(=O)(=O)c2ccccc2)CC1)Nc1ccc(Cl)c([N+](=O)[O-])c1 | -3%
CCc1cccc(C)c1NC(=O)COC(=O)C1CC(=O)N(CCc2ccc(OC)c(OC)c2)C1 (centres undefined) | -3%
CN(C)S(=O)(=O)c1ccc(S(=O)(=O)NCCN2CCOCC2)cc1 | 6%
CC1Cc2ccccc2N1C(=O)COC(=O)CSc1ccc(F)cc1 (centres undefined) | 19%
O=c1cc(-c2ccc(O)c(O)c2)oc2c1ccc1ccccc12 | -10%
CCN(CC)CCn1c2c(c(SCC(=O)Nc3nccs3)nc1=O)CCCC2 | 13%
COc1cc(OC)cc(C(=O)NNC(=O)CCC2CCCC2)c1 | 3%
O=C(/C=C/c1ccccc1Cl)Nc1cccnc1 | 2%
Cc1c(C=O)c2cc(OCc3ccccc3)ccc2n1C | 4%
CCOC(=O)c1cc(C#N)c(SC(C)C(=O)NC2CCCCC2)nc1C (centres undefined) | 7%
CCOC(=O)C1CCCN(Cc2ccc(OCc3ccccc3)c(OC)c2)C1 (centres undefined) | -3%[2.29 µM]
CCCCn1c(N)c(N(CCOC)C(=O)CSc2nnc(-c3ccncc3)n2CCC)c(=O)[nH]c1=O | 0%
Cc1ccc(-c2n[nH]c(=O)c3ccccc23)c(C)c1 | -2%[2.29 µM]
CC(C)(C)OC(=O)CNC(=O)c1nc[nH]c1C(=O)N1CCN(C(=O)OC(C)(C)C)CC1 | 6%
C[C@H]1CN([C@@H](C)CO)C(=O)c2cccc(NC(=O)Nc3ccc(C(F)(F)F)cc3)c2O[C@@H]1CN(C)C(=O)Nc1ccc(F)cc1 | 2%
CC(C)n1nnnc1SCC(=O)N1N=C(c2cccs2)CC1c1cccs1 (centres undefined) | -7%
COc1ccc(NC(=O)COC(=O)c2cccn2C)cc1S(=O)(=O)N1CCCCC1 | -9%
O=C(COC(=O)c1ccccc1OC(F)F)Nc1ccc(N2CCCCC2)cc1 | -1%
CCC1NC(C(=O)O)Cc2c1[nH]c1ccccc21 (centres undefined) | -4%
CCOc1ncccc1C(=O)OCC(=O)c1ccc(Br)s1 | 10%
C[C@@H]1CN([C@@H](C)CO)C(=O)c2cc(NC(=O)Nc3ccc4c(c3)OCO4)ccc2O[C@H]1CN(C)S(=O)(=O)c1cn(C)cn1 | -5%
O=C(Nc1cccc(Cl)c1)c1cc(S(=O)(=O)N2CCCCC2)c[nH]1 | 0%
O=C(CC1SC(N2CCOCC2)=NC1=O)Nc1ccc(Cl)cc1 (centres undefined) | -8%
COc1ccccc1C(=O)NC(CCSC)C(=O)N1CCN(C(C)=O)CC1 (centres undefined) | 7%
O=C(CCNC(=O)c1ccc(Br)cc1)Nc1ccccc1N1CCOCC1 | -7%
CCOc1cc(C(=O)Nc2cc(OC)cc(OC)c2)ccc1OCC(=O)N1CCOCC1 | 3%
CSCCC1NC(=O)N(CC(=O)Nc2ccc(Cl)c(S(=O)(=O)N3CCOCC3)c2)C1=O (centres undefined) | -8%
CCOc1cc(/C=C/C(=O)N(CC)CC(=O)NCc2cccs2)cc(Cl)c1OC | -1%
Cc1ccc(NC(=S)NC(=O)C2CCCCC2)c(Br)c1 | 2%
COc1ccc(/C=C/C(=O)OCC(=O)Nc2ccc3c(c2)OCO3)cc1 | -4%
CCN(CC)C(=O)C1c2ccccc2Oc2ccccc21 | -3%
Cc1cccc(NC(=O)CN2CCOCC2)c1C | -3%
O=C(CSc1nccn(-c2ccc(Br)cc2)c1=O)Nc1ccccc1F | -6%
CC(=O)N1CCc2c(sc(NC(=O)CS(=O)(=O)c3ccc(F)cc3)c2C(N)=O)C1 | 5%
CC1CCCC(NC(=S)NC(=O)c2ccco2)C1C (centres undefined) | 0%
Cc1ccc(NC(=O)CN2C(=O)NC3(CCCCCCC3)C2=O)cc1C | -1%
O=C(O)c1ccccc1N1C(=O)c2cccc3cccc(c23)C1=O | 0%
Cc1ccc(S(=O)(=O)N2CCN(C(=O)COC(=O)Cc3ccc(Cl)cc3)CC2)c(C)c1 | -2%
CCCc1cc(=O)[nH]c(SCC(=O)Nc2cccc(S(=O)(=O)N3CCCCC3)c2)n1 | -9%
CCN(CC)CCCN(C(=O)c1ccco1)c1nc(-c2ccc(Cl)cc2)cs1 | -9%
CC(=O)c1c(C)[nH]c(C(=O)OCC(=O)NCc2ccc3c(c2)OCO3)c1C | -2%

(list continues)
SMILES | L3MBTL1 block
O=[N+]([O-])c1cccc(-n2cc3ccc([N+](=O)[O-])cc3n2)c1 | -10%
CCOC(=O)C1=C(COC(=O)CCc2ccccc2)NC(=O)NC1C (centres undefined) | 4%
COc1ccc(CC(=S)NCCc2ccccc2)cc1 | 5%[2.29 µM]
CCNc1nc(Cl)nc(NC2CCCCC2)n1 | -2%
CCCCN(C(=O)c1oc2ccc(OCC)cc2c1C)c1c(N)n(CC(C)C)c(=O)[nH]c1=O | 0%

This is a subset. The share of hits here may be higher or lower than overall.
